Screening results as filed in PubChem BioAssay.
H9c2 TAG inh = inhibitors of triacylglycerol accumulation; H9c2 cells, Nile Red lipid (TAG) fluorescence; cells loaded with 200 µM oleic acid; inhibition, % at 12.5 µM; actives 0.66% (n = 230,000);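 active = pattern-corrected inhibition of lipid staining of at least 50% with the nuclear-stain viability signal not falling by more than 50%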;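 note: 0% = DMSO wells and 100% = triacsin C control wells; some results filed as inactive read as strong as hits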
H9c2 TAG inh DAPI viability = also measured in H9c2 TAG inh; calls as there; DAPI nuclei signal change (viability), lower = more cytotoxic, %;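 whole-well DAPI fluorescence read on a plate reader as a viability signal; minus 50 percent equals half of cells still viable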
An asterisk follows results filed as active. The list is partial; the hit share may differ from the screen's.

SMILES	H9c2 TAG inh	H9c2 TAG inh DAPI viability
Cc1ccc(S(=O)(=O)N(C)C)cc1NC(=O)COC(=O)c1ccc2c(c1)OCCO2	0	-6
CN(C(=O)c1ccc2c(c1)CCO2)C(C)(C)C	-3	21
Cc1ccc(S(=O)(=O)N2[C@@H](c3ccc(F)cc3)C(C(=O)O)=CC[C@H]2c2cccc(C)c2)cc1	2	9
O=C(COC(=O)c1cccs1)NCc1ccco1	13	-7
CCN(CC(=O)NCc1ccc(Cl)cc1)C(=O)CSc1cccc(C(F)(F)F)c1	-44	3
CC1CC(c2ccccc2)n2nc(NC(=O)c3cccs3)nc2N1 (stereo not given)	-7	4
O=C(CSc1nccc2ccccc12)N1CCN(c2ccccn2)CC1	6	-4
CCOC(=O)c1nnn(-c2nonc2-n2cccc2)c1C	-16	-4
COc1cccc(C2CC(=O)Nc3cc(OC)c(OC)c(OC)c32)c1OC (stereo not given)	2	13
CC(NC(=O)c1ccccc1N)c1ccccc1 (stereo not given)	11	5
COc1ccc(-c2[nH]ncc2/C=N\NC(=O)c2cccs2)cc1OC	16	-1
CC(=O)N1CCN=C1SCc1ccccc1Cl	9	-4
CC(=O)Nc1ccc2[nH]c(C)c(CC=C(Cl)Cl)c(=O)c2c1	12	-4
Cc1ccccc1-c1noc(CCC(=O)NCc2ccco2)n1	1	3
O=[N+]([O-])c1ccc(S(=O)(=O)NN=Cc2ccc(Cl)c(Cl)c2)cc1	-18	-9
Clc1ccc(C=NC23CN4CN(CN(C4)C2)C3)cc1	19	-9
COc1ccc(C(CCN2CCCC(C)C2)c2c(OC)cc(OC)c3c2OC(=O)CC3c2cc(OC)c(OC)c(OC)c2)cc1 (stereo not given)	0	5
COc1ccc([C@@H]2C[C@@H](c3ccccc3)Oc3cc(OC)c(OC)c(OC)c32)cc1	-4	-4
Clc1ccc(CSc2nnc(/C=C/c3ccccc3)o2)cc1	-29	5
CC(=O)c1ccccc1NC(=O)c1ccc2c(c1)NC(=O)C(C)S2 (stereo not given)	6	8
Cc1ccc(S(=O)(=O)N2CCN(S(=O)(=O)N3CCCCC3)CC2)cc1	-7	-7
C/C(=N\NC(=O)Cc1c(C)[nH][nH]c1=O)c1ccc(Cl)c(Cl)c1	11	-16
CCN1CCN(C(=O)CN2C(=O)c3cccc4cccc2c34)CC1	1	0
COCCN1C(=O)C(=O)/C(=C(/O)c2ccc(S(=O)(=O)N3CCOCC3)cc2)C1c1cccc(O)c1 (stereo not given)	-1	6
CC/C(C)=C1\SC(N2CCOCC2)=NC1=O	6	5
CCNC(=O)COc1ccc(Br)cc1Cl	14	-8
COc1ccc(CN2C(=O)CSC2c2ccncc2)cc1 (stereo not given)	-9	10
CC(Oc1ccccc1Cl)C(=O)Nc1ccc(S(=O)(=O)N2CCOCC2)cc1 (stereo not given)	-2	0
COCCn1c(SCC(=O)Nc2cc(C)cc(C)c2)nnc1C(C)C	27	10
CCOc1ccc(C(=O)NCC(=O)N2CCN(Cc3ccccc3)CC2)cc1	-23	4
Cc1noc(NS(=O)(=O)c2ccc(NC(=O)CSc3nc4c(cc3C#N)CCC4)cc2)c1C	6	5
COc1ccc(CN2C(=O)C(CC(C)C)Nc3ncnc(N4CCCCC4)c32)cc1 (stereo not given)	1	-2
CCc1ccccc1NC(=O)CN(C1CCCCC1)S(C)(=O)=O	1	-3
Cc1cc(C)n(/C(=C\N(C)C)C(=O)c2ccc(Cl)cc2)n1	-1	4
CCOC(=O)c1c(CNCCN(CC)CC)n(C)c2cc(Br)c(OC)cc12	18	4
Cc1cc(OCC(=O)Nc2cnn(CCCC(=O)O)c2)ccc1[N+](=O)[O-]	11	5
CCc1nc2ccc(C(=O)Nc3ccc4c(c3)OCC(=O)N4)cn2c1N(CC)CCOC	5	7
O=C(CN(c1ccccc1)S(=O)(=O)c1ccc(F)cc1)NCc1cccs1	-4	0
Cc1ccnc(NC(=O)CCC(=O)N(CC(=O)NC2CCCCC2)CC2CCCO2)c1 (stereo not given)	-6	0
CN(CC(=O)NC1CCCCC1)S(=O)(=O)c1ccc(Br)s1	15	-9
Cc1cc(C)n(-c2cc(N3CCN(C(=O)c4ccccc4C)CC3)ccc2[N+](=O)[O-])n1	-33	1
CCOc1cc(N2CCOCC2)c(OCC)cc1NCC(=O)N1CCN(Cc2ccccc2)CC1	8	-2
O=C(Nc1ccccc1C(=O)N1CCCCCC1)c1ccccc1	2	-9
COc1cccc(OCC(O)CO)c1 (stereo not given)	0	-12
CCCCn1c(N)c(N(CCOC)C(=O)COC(=O)COc2cc(C)c(Cl)cc2C(C)C)c(=O)[nH]c1=O	0	4

In a second layout: three of the compounds above
Molecule: CC(=O)N1CCN=C1SCc1ccccc1Cl
  H9c2 TAG inh: 9 | H9c2 TAG inh DAPI viability: -4
Molecule: CC(=O)Nc1ccc2[nH]c(C)c(CC=C(Cl)Cl)c(=O)c2c1
  H9c2 TAG inh: 12 | H9c2 TAG inh DAPI viability: -4
Molecule: Cc1ccccc1-c1noc(CCC(=O)NCc2ccco2)n1
  H9c2 TAG inh: 1 | H9c2 TAG inh DAPI viability: 3

Single records (already shown).
COc1cccc(OCC(O)CO)c1 (stereo not given) is listed with H9c2 TAG inh = 0; H9c2 TAG inh DAPI viability = -12
CCc1nc2ccc(C(=O)Nc3ccc4c(c3)OCC(=O)N4)cn2c1N(CC)CCOC is listed with H9c2 TAG inh = 5; H9c2 TAG inh DAPI viability = 7

(cont.)
SMILES	H9c2 TAG inh	H9c2 TAG inh DAPI viability
NC(=O)c1ccccc1NC(=O)CSC1=NCCS1	8	2
O=C1CN(C(=O)Cn2ncc(Cl)c(Cl)c2=O)c2ccccc2N1	69*	-27*
Nn1c(SCc2ccc(Br)cc2)nnc1-c1cccnc1	9	-9
CCN(CC(=O)Nc1c(F)cccc1F)C(=O)c1ccc(OC)c(S(=O)(=O)NC2CCCC2)c1	15	-11
CN(C(=O)COC(=O)C1CCN(S(=O)(=O)c2c(Cl)cccc2Cl)CC1)c1ccccc1	-20	-4
CCN(CC(=O)Nc1c(F)cccc1F)C(=O)C1=COCCO1	-6	4
Nc1ccccc1C#Cc1cnccn1	-15	0
CC(NC(=S)NCCCN1CCOCC1)C12CC3CC(CC(C3)C1)C2 (stereo not given)	-6	16
COc1ccc2c(C)cc(SCC(=O)Nc3ncc(Cl)cc3Cl)nc2c1	-2	2
O=C(Nc1cccn(Cc2c(Cl)cccc2Cl)c1=O)c1ccc(Cl)cc1	-14	8
CC(C)NC(=O)c1onc(CSc2ccccc2)c1C(=O)O	-17	3
NC(=O)C1CCN(C(=O)/C=C/c2cc(Br)ccc2F)CC1	-6	-3
CCOC(=O)c1ccc(N=NN(C)C)cc1	3	-2
O=C(c1ccco1)N1CCN(C(=O)c2cccn3c(=O)c4c5c(sc4nc23)CCCC5)CC1	-3	11
COc1ccc(/C=N/N2CCN(c3ccccc3OC)CC2)cc1Br	1	-5

In the list so far, 6 have a thiophene ring, fused or not:
SMILES	H9c2 TAG inh	H9c2 TAG inh DAPI viability
O=C(COC(=O)c1cccs1)NCc1ccco1	13	-7
CC1CC(c2ccccc2)n2nc(NC(=O)c3cccs3)nc2N1 (stereo not given)	-7	4
COc1ccc(-c2[nH]ncc2/C=N\NC(=O)c2cccs2)cc1OC	16	-1
O=C(CN(c1ccccc1)S(=O)(=O)c1ccc(F)cc1)NCc1cccs1	-4	0
CN(CC(=O)NC1CCCCC1)S(=O)(=O)c1ccc(Br)s1	15	-9
O=C(c1ccco1)N1CCN(C(=O)c2cccn3c(=O)c4c5c(sc4nc23)CCCC5)CC1	-3	11

More records follow:
SMILES	H9c2 TAG inh	H9c2 TAG inh DAPI viability
Fc1ccc(C2=NNC(=NCc3ccccc3)SC2)cc1F	0	-5
CCOC(=O)N1CCN(CC(=O)Nc2cc(OCC)ccc2OCC)CC1	19	-3
O=C(NC1CCCCC1)C(c1ccccn1)N(C(=O)c1csnn1)C1CCCCC1 (stereo not given)	-10	0
COc1ccc(N2C(=O)N3[C@H](c4ccc(Cl)cc4)[C@@H]4C(=O)N(C5CCCCC5)C(=O)[C@@H]4[C@]3(Cc3ccc(Cl)cc3)C2=O)cc1	0	-3
O=C(NCc1ccccc1Cl)NCc1ccccc1Cl	-12	-4
CC(=O)c1ccc(-c2ccc(C(=O)N(C)Cc3nc4ccccc4c(=O)[nH]3)o2)cc1	1	8
COc1ccc(C2=CC(=O)C[C@H](c3ccc(F)cc3)C2)c(OC)c1	-25	-6
COc1ccc(CNC(=O)COC(=O)C(CCSC)NC(=O)c2ccco2)cc1OC (stereo not given)	-2	0
CCOc1cc(S(=O)(=O)NCc2cccnc2)c(C)cc1C	-4	5
COc1ccc2nc(NC(=O)C3CCCO3)sc2c1 (stereo not given)	4	-1
CCCCOC(=O)Nc1nnc(-c2ccccc2OC)s1	-7	6
CCC(CC)c1nc(C#N)c(NC(C)c2ccccc2)o1 (stereo not given)	-1	-6
Cc1cccc(C)c1-n1c(C)nn(CCOc2ccccc2)c1=O	2	5
COc1ccc(C2CC(c3ccc(Br)cc3)=NN2C(=O)CN2CCCC2)cc1 (stereo not given)	7	12
CCCS(=O)(=O)NC(=O)C1(C)CCN(C(=O)c2ccccc2C(F)(F)F)C1 (stereo not given)	-8	-8
CC(=O)Nc1ccc(S(=O)(=O)NCCC(=O)OCC(=O)NNC(=O)c2ccccc2)cc1	25	-11
COc1cccc2c1CCC1=CC(=O)CCC12C (stereo not given)	-3	4
CC12CCC(=O)N1C(C(=O)NCCc1ccccc1)CS2 (stereo not given)	-2	7
Cc1c(NS(=O)(=O)c2cc(C(=O)NCc3cccnc3)ccc2Cl)c(=O)n(-c2ccccc2)n1C	-6	-2
CC(C)(C)OC(=O)[C@H](Cc1ccccc1)NC(=O)c1nc[nH]c1C(=O)NCC(=O)OCc1ccccc1	-23	-6
N#Cc1c(Cl)nc2c(c1C#N)CCCC2	5	-1
CC(C)CN(C(=O)c1ccc(Br)o1)C1CCS(=O)(=O)C1 (stereo not given)	4	2
OC(c1cc(Cl)cc(Cl)c1)c1ncc(-c2cccc(F)c2)[nH]1 (stereo not given)	-2	-3
N#C/C(C(N)=O)=C1/SC=C(c2ccccc2)N1c1ccccc1	-7	-1
CS(=O)(=O)c1nc([N+](=O)[O-])nn1CCCc1ccccc1	1	3
O=C(c1ccc(CS(=O)c2ccc(Br)cc2)o1)N1CCN(C2CCCCC2)CC1 (stereo not given)	15	-2
COc1ccc(OC)c2sc(N3CCN(C(=O)c4ccc5ncsc5c4)CC3)nc12	8	2
COc1ccc(OC)c2c(N3CCN(C)CC3)cc(C(F)(F)F)nc12	-7	-7
O=C(C1CCCO1)N1CCN(S(=O)(=O)c2cc(C(F)(F)F)ccc2Cl)CC1 (stereo not given)	5	2
COc1ccccc1N1CCN(C(=O)COc2ccc(S(=O)(=O)NC(C)C)cc2)CC1	0	-4
Cc1ccc(NC(=O)CN(C)Cc2cc(=O)n3ccsc3n2)cc1	-4	1
CN1CCN(C(=S)c2ccc(Br)cc2)CC1	7	5
Cc1cc(=O)[nH]c(SCC(=O)N2CC3(C)CC2CC(C)(C)C3)n1 (stereo not given)	-8	4
CCc1ccc(NC(=O)C(C)Sc2ccc(S(=O)(=O)N3CCN(C)CC3)cn2)cc1 (stereo not given)	-2	4
COc1ccccc1N1CCN(CCCNC(=O)Nc2ccccc2C)CC1	-3	-2
O=C(Nc1ccc(Cl)cc1)c1ccc2snnc2c1	4	0
CC(C)c1ccc(OCC(O)CN2CCCC2)cc1 (stereo not given)	-12	1
Cc1ccn2c(C(=O)CSc3ccccc3)c(C)nc2c1	-18	-10
O=C(Nc1ccc(C(F)(F)F)cc1)C1=NN(C2CCS(=O)(=O)C2)C(=O)CC1 (stereo not given)	-5	7
Cc1ccc2[nH]c(CN3CCC(CO)(CC4CCCCO4)CC3)c(C)c2c1 (stereo not given)	26	8
COc1ccc(C(=O)O/N=C/c2ccc(S(=O)c3ccc(Cl)cc3)nc2)cc1 (stereo not given)	-14	4
O=C(Nc1ccccc1N1CCOCC1)c1cc(F)cc(F)c1	-9	0
CC(=O)C1C(=O)C=C(c2ccco2)CC1c1ccccc1 (stereo not given)	5	1
O=C(Nc1cccc(C(=O)O)c1)/C(=C\c1cccc([N+](=O)[O-])c1)NC(=O)c1ccc(Br)cc1	-3	7
Cc1ccc(C)c(S(=O)(=O)N2CCCCC2CCNC(=O)C(=O)NC2CCCC2)c1 (stereo not given)	6	5
O=C(CCC(=O)Nc1cccc([N+](=O)[O-])c1)N/N=C/c1cccs1	14	-5
N#Cc1ccsc1NC(=O)C1CC(=O)N(Cc2ccccc2)C1 (stereo not given)	3	19
COc1ccc(N(CC(=O)NC2CCCC2)C(=O)CS(=O)CC(=O)Nc2ccc3c(c2)OCO3)cc1 (stereo not given)	-14	1
O=C(CSc1nc(=O)n2cc(Cl)ccc2n1)Nc1ccc2c(c1)OCO2	-14	6
O=C(/C=C/c1ccc(Cl)cc1)c1cccnc1	-9	-3
C[N+]1(CC2COC3(CCCCC3)O2)CCCCC1 (stereo not given)	-6	6
Cc1ccc(NC(=S)N2CCN(Cc3ccccc3)CC2)c(C)c1	-12	2
Cc1cccc(-c2cc3c(nn2)-c2ccccc2C3=O)c1	14	2
COc1cc(NC(=O)/C=C/c2ccccc2)c(C(=O)O)cc1OC	-2	-1
CN(Cc1cnn(Cc2ccccc2)c1)C(=O)CN=C1NS(=O)(=O)c2ccccc21	-1	-1
O=C(CSC1=NS(=O)(=O)c2ccccc21)Nc1ccccc1	11	-8
CC1CN(C(=O)CSc2nnc(-c3cccs3)n2N)CC(C)O1 (stereo not given)	-11	0
Cc1ccc(C2c3c(-c4ccccc4O)n[nH]c3C(=O)N2Cc2ccncc2)cc1 (stereo not given)	5	-6
CC(NC(=O)C(C)N1C(=O)c2cccc([N+](=O)[O-])c2C1=O)c1ccccc1 (stereo not given)	6	-9
